Assay outcomes (PubChem)
TRPV1 ag: agonists of human vanilloid receptor 1 (TRPV1); activation, % at 8.33 µM; TRPV1-expressing cells, Fluo-8 calcium influx, agonist mode; Q8NER1; hit rate 0.19% among 320,000; in the data active = activation above about 80%; inconclusive = between about 30% and that limit; also: 0% is about no effect
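Cells expressing TRPV1 were dye-loaded with Fluo-8 and read kinetically: 10 s baseline, 3 min after compound (agonist portion), then 2 min after EC20 capsaicin (allosteric enhancer portion). Calcium-bound dye fluorescence at 480/520 nm.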
Integrin act MD: activators of alpha7 integrin expression for muscular dystrophy; alpha7betagal myoblasts, beta-gal FDG fluorescence, 48 h; Potency, µM (top dose mostly 38.3 µM), for inactives: at the top dose activation, most hits filed as activators; hit rate 0.064% among 350,000; AID 624291;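 also: potency is read from the fitted curve at half-maximal effect; 100% = response of the positive control SU9516; nearly all actives have a fitted effect of over 60% in size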
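alpha7betagal+/- myoblasts (passage 13, 250/well) treated 48 h at 37C with compounds at 1:260 dilution of DMSO stock. Lysed, then beta-galactosidase activity read as FDG fluorescence (ex 480/em 540) after 30 min, with pre-read for autofluorescence.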
CXXC DNA block: inhibitors of human MLL CXXC domain-DNA interaction; hit rate 0.037% among 290,000; Potency, µM (top dose mostly 115 µM), for inactives: at the highest dose activity change, negative = inhibition, usual class: inhibitors; Q03164; MLL-CXXC / FITC-HOXA9 DNA fluorescence polarization; active = well fitted inhibition curve with a large enough effect in the polarisation, with a control signal flat, not every such curve was filed as active; inconclusive = small, poorly fitted or top-dose-only effect, or effect the other way, or a change in a side signal; inactive = no such curve, though single readings can be large or run the other way; the % refers to the polarisation; also: potency is read from the fitted curve at half-maximal effect
Target sequence (Q03164 whole entry, looked up, the tested form may be a part): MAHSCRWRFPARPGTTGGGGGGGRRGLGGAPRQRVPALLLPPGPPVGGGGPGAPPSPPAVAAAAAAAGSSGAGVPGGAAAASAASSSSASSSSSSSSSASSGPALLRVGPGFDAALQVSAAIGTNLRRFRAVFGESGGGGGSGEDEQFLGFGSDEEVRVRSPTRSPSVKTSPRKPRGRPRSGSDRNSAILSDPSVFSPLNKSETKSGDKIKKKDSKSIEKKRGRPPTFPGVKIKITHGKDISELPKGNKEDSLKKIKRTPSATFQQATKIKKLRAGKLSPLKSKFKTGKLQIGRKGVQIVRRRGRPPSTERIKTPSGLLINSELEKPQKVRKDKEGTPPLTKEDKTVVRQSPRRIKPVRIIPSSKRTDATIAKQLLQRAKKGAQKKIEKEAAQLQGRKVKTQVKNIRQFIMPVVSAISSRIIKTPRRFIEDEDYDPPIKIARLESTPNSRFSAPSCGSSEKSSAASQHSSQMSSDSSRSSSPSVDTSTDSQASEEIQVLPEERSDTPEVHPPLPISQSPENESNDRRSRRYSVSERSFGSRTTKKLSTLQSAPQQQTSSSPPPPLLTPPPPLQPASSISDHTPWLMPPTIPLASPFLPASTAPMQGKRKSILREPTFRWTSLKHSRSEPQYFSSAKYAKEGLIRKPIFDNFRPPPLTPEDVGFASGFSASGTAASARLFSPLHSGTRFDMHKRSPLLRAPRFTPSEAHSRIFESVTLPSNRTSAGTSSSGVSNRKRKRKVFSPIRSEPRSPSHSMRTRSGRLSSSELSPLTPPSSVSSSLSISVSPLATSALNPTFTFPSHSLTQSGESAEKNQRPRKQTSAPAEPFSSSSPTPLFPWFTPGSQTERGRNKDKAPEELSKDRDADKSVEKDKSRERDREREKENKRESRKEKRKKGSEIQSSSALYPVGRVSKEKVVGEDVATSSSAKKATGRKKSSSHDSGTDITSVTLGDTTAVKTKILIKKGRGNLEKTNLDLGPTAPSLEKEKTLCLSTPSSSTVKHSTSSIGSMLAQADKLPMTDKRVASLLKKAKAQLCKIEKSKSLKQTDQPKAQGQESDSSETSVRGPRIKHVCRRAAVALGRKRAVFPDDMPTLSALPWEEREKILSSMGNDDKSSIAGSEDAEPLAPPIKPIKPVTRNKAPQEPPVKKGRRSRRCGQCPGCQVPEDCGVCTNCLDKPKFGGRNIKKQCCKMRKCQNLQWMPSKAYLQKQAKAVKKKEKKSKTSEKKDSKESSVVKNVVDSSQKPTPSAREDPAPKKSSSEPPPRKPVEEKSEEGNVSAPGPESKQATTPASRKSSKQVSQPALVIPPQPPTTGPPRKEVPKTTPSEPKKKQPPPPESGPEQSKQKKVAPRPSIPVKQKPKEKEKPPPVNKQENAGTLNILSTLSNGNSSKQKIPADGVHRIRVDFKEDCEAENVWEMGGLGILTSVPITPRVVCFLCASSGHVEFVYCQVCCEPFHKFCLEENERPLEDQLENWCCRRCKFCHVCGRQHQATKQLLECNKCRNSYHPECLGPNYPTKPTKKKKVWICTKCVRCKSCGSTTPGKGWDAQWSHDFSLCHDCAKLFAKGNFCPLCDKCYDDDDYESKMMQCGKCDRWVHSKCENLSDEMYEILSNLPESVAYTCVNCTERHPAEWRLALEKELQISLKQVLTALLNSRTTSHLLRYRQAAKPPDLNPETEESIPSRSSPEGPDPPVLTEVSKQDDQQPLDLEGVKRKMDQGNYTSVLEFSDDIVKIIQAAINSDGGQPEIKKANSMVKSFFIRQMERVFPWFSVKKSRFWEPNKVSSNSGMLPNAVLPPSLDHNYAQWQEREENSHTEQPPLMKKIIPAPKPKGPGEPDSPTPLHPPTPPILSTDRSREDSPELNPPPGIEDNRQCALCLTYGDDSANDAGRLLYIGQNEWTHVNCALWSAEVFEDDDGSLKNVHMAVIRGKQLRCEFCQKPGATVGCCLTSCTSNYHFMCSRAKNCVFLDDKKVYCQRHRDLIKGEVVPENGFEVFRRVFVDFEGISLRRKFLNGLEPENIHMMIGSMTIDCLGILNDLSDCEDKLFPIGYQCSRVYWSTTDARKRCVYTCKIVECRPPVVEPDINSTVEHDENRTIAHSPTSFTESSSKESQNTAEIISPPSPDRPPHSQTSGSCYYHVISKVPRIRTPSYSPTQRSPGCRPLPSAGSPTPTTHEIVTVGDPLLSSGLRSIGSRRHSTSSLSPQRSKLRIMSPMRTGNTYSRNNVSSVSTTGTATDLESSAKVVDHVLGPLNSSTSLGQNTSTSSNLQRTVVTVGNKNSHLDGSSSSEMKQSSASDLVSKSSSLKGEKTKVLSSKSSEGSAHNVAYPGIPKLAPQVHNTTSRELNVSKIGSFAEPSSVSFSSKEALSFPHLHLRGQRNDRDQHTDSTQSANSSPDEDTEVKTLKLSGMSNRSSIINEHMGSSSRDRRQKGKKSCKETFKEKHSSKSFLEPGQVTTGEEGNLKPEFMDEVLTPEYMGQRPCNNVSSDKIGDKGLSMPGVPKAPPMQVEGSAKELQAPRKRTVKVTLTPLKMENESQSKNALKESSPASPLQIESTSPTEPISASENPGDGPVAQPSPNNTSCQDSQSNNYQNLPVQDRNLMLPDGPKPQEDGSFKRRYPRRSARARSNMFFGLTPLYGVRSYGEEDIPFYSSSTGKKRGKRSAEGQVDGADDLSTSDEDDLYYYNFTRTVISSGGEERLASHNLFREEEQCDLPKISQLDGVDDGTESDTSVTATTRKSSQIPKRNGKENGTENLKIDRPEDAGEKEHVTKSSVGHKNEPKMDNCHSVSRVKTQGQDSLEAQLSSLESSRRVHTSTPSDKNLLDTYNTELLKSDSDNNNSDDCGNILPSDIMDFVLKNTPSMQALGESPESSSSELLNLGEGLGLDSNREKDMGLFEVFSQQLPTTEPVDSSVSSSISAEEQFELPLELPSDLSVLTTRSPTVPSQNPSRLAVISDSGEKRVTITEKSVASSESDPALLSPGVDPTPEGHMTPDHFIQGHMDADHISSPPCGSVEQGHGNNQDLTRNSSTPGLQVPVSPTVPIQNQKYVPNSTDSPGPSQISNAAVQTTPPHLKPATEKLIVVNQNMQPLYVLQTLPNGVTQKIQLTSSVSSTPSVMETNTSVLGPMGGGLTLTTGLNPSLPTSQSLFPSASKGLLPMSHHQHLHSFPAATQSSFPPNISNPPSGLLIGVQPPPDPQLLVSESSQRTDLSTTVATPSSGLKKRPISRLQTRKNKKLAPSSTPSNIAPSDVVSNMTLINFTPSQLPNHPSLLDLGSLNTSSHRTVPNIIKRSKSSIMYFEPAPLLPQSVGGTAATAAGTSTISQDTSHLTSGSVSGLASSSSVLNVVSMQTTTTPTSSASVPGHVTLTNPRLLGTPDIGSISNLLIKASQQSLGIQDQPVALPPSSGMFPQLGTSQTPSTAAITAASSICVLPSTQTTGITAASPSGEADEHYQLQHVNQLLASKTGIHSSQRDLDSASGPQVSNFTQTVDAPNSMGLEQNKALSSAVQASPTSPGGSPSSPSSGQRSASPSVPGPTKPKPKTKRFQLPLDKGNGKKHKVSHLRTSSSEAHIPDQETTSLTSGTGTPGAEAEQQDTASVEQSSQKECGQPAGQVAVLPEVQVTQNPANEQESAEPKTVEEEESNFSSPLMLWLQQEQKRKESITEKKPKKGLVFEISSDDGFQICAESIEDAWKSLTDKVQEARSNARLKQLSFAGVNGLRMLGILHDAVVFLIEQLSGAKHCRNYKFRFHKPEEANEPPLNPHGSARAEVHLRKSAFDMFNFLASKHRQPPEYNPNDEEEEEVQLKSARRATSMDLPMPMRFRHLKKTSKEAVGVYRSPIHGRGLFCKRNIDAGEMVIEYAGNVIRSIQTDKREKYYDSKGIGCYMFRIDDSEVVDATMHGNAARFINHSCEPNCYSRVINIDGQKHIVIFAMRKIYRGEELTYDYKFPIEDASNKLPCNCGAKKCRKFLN
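Steps: dispense CXXC domain solution (7 uM) → pin compounds or unlabeled HOX-A9 DNA control → 5 min ambient → add FLSN-HOX-A9 solution (50 nM) → spin → 30 min ambient → fluorescence polarization. Tris pH 7.5/NaCl/DTT/BSA buffer.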
p53 reactivation: re-activators of mutant p53 | H1299 p53-A138V BP100-luciferase reporter, luminescence, 24 h | Potency, µM (doses to about 92.2 µM), for inactives: top-dose activity change, positive = activation, most hits filed as activators | hit rate 0.063% among 320,000; also: potency is read from the fitted curve at half-maximal effect; % of control where 0% means no effect; nearly all actives have a fitted effect of over 45% in size
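H1299 (p53-null), stable ts p53-A138V + BP100-Luc; 1000 cells/well, Opti-MEM/10% FBS; cpd 4 pt, 1:5; 24 h, 37 deg C, 5% CO2; detection reagent 10 min RT; luminescence.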
A-T KAP1 phos: candidate therapy for ataxia-telangiectasia. […] A-T fibroblasts, KAP-1 phosphorylation AlphaLISA; neocarzinostatin DNA damage 30 min before lysis. Potency, µM (highest dose often 57.5 µM), for inactives: top-dose activation, actives largely listed as activators. hit rate 0.19% among 320,000; also: potency is read from the fitted curve at half-maximal effect; % of control where 0% means no effect; nearly all actives have a fitted effect of over 45% in size
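hTERT-immortalized A-T patient fibroblasts ([…]), 500 cells/well in OPTI-MEM, 1% FBS, got compounds for 60 min, then NCS for 30 min at 37C. Lysates were then assayed for phospho-KAP-1 by AlphaLISA (anti-pKAP1 donor, anti-KAP1 acceptor beads), 6 hr at 25C.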
ELG1 repair inh: blocks ELG1-dependent DNA repair in HEK293T cells; HEK293T ELG1-luciferase reporter, luminescence, 16 h; DNA damage induced by 5-fluorouridine; Potency, µM (series often up to 46.1 µM), for inactives: at the top dose activity change, negative = inhibition, actives largely listed as inhibitors; hit rate 2.3% among 330,000; also: potency is read from the fitted curve at half-maximal effect; % is scaled to controls: 0 for no effect and ±100 for the full control effect; nearly all actives have a fitted effect of over 55% in size
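In this reporter screen, reduction of luminescence relative to DMSO vehicle indicated activity. Compounds and 5-fluorouridine were added together to 2,000 cells per well, incubated for 16 hr at 37 °C, then developed with ONE-Glo.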
BRCA1 expr up: activators of BRCA1 expression; MCF7-BRCA1-FFLuc reporter, luminescence, 48 h; response scale: scaled: vehicle 0%, 10 µM genistein 100%; Potency, µM (series often up to 46.1 µM), for the others: at the top dose activation, actives largely listed as activators; hit rate 1.1% among 380,000; AID 624202; also: potency is read from the fitted curve at half-maximal effect; nearly all actives have a fitted effect of over 80% in size; some results filed as inactive show a strong effect at the top dose
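MCF7 cells carrying a BRCA1-firefly luciferase reporter (2000 cells/well, phenol-red free MEM) were attached for 2 h at 37 °C, then given compounds for 48 h. Luminescence was read 15 min after luciferase reagent; activity normalized to genistein (10 microM) and DMSO.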
PTAP TSG101 blk: blocks PTAP/TSG101 interaction to inhibit HIV-1 budding | Q99816 | Fluorescence polarization, FITC-PTAP peptide / Tsg101 binding | Potency, µM (doses to about 115 µM), without a hit: at the top dose activity change, negative = inhibition, most hits filed as inhibitors | 340,000 tested, under 10 active | AID 493005; active = well fitted inhibition curve with a large enough effect in the main read-out, with a control signal flat, not every such curve was filed as active; inconclusive = small, poorly fitted or top-dose-only effect, or effect the other way, or a change in a side signal; inactive = no such curve, though single readings can be large or run the other way; also: potency is read from the fitted curve at half-maximal effect; % of control where 0% means no effect
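Fluorescence anisotropy tracks displacement of a FITC-tagged PTAP peptide (50 nM) from the Tsg101 binding domain (10 uM), following a 20 min room-temperature incubation at pH 7.5.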
TCR act: activators of T cell receptors | primary human leukocytes, anti-CD3, IL-2 HTRF, 48 h | Potency, µM (doses to about 9.22 µM), for the others: top-dose activation of IL-2 secretion, most hits filed as activators | 330,000 tested, under 10 active; also: % of control where 0% means no effect
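TCR engagement came from a-CD3 beads alone, with compounds added to primary human leukocytes for 48 hr. Secreted IL-2 bridged europium cryptate- and d2-labelled anti-IL-2 antibodies, giving FRET emission at 665nm after 320nm excitation.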
B2AR arrestin: beta2AR (human) beta-arrestin recruitment activity; P07550; beta-arrestin recruitment to beta2AR, cell-based reporter; Potency, µM (series often up to 46.1 µM), inactives show at the top dose activation, usual class: activators; hit rate 0.02% among 330,000; AID 492947;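 also: potency is read from the fitted curve at half-maximal effect; 0% = DMSO controls and full agonism = EC100 isoproterenol or metaproterenol; nearly all actives have a fitted effect of over 65% in size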
* = called active by the depositor; ? = inconclusive; . = no result given; [ ] = remark or other dose. Unless noted, calls follow the shape of the dose curve; as a rule, active = well fitted curve in the direction sought with a large enough effect; inconclusive = small, poorly fitted or top-dose-only effect, or another doubt; inactive = no such curve, though single readings can be large; an effect the other way counts as inactive or inconclusive.

Structure | TRPV1 ag | Integrin act MD | CXXC DNA block | p53 reactivation | A-T KAP1 phos | ELG1 repair inh | BRCA1 expr up | PTAP TSG101 blk | TCR act | B2AR arrestin
COc1ccccc1OCC(=O)N(Cc1nc(-c2ccccc2)no1)C1CCCCC1 | 9 | -2% | -6% | ? | -2% | ? | -9% | -4% | 6% | 0.0%
CC(C)Cc1nc2c(nnn2Cc2ccccc2F)c(=O)[nH]1 | 6 | 4% | -2% | -7% | 38% | 11% | 7% | -5% | -2% | -0.2%
Cc1ccc2c(c1)NC(=O)C(CC(=O)NCCCN1CCN(c3cc(C)ccc3C)CC1)O2 (stereo unspecified) | -1 | 2% | 10% | -5% | 4% | -10% | -15% | -3% | 0% | -1.1%
CCCCCCc1cc2cc(C(=O)Nc3ccc(OC)cc3)c(=O)oc2cc1O | -2 | -2% | -1% | 3% | 3% | ? | -55% | 2% | -3% | -0.7%
Cc1ccc(NS(=O)(=O)c2c(C)[nH]c(C)c2C(=O)N2CCCCC2)c(Br)c1 | 4 | -8% | -9% | -6% | 5% | 0% | -5% | 0% | 1% | 0.3%
CC12CCC(C3NC(=S)NN=C31)C2(C)C (stereo unspecified) | . | -24% | . | . | . | . | -13% | -5% | 3% | .
COc1ccc(-c2ccc(-c3noc(-c4ccco4)n3)c(OC)n2)cc1 | -3 | 0% | 12% | 26% | 4% | ? | 54% | 5% | -1%[46.1 µM] | 0.9%
N#C/C(=C(/O)Cc1cccc2ccccc12)c1nc2ccccc2s1 | -2 | 15% | ? | -4% | 1% | 21µM* | -85% | -7% | 0% | -0.1%
CC[C@]12c3[nH]c4ccccc4c3CCN1C(=O)C(CC(=O)NCc1ccco1)C[C@@H]2C(=O)N1CCN(C(=O)c2ccco2)CC1 (stereo partly specified) | . | -3% | . | -1% | 5% | 8% | 10% | -2% | -1% | 0.6%
CCN1CCN(C(=O)c2ccc(N3CC4CC(C3)c3cccc(=O)n3C4)c(NC(=O)c3cc(OC)cc(OC)c3)c2)CC1 (stereo unspecified) | 2 | -11% | 5% | 10% | 0% | -8% | -25% | 0% | 3% | -0.1%
S=c1[nH]nc(-c2cc(-c3ccccc3)n[nH]2)n1/N=C/C(Br)=C/c1ccccc1 | . | -29% | -9% | -13% | -13% | ? | -91% | -2% | -1% | -0.5%
Cc1ccc(NC(=O)CNCC2CCCCC2)cc1S(=O)(=O)N(C)C | 21 | ? | -2% | 9% | 1% | ? | -6% | 0% | 3% | -1.5%
O=C(Oc1oc(-c2ccco2)nc1C=Nc1ccc(Cl)cc1)c1ccco1 | ? | ? | 5% | 4% | -1% | ? | 79% | -7% | 0% | 0.0%
COC(=O)CC/C(O)=C1\C(=O)CC(C)(C)CC1=Nc1ccccc1OC | 8 | 6% | 18% | -5% | -1% | ? | -91% | -4% | 5% | -0.6%
O=C(/C=C\Nc1ccc2c(c1)OCO2)c1ccc2c(c1)OCO2 | 1 | 10% | 3% | -2% | -2% | ? | 4% | 2% | 2% | 0.4%
CCC(=O)c1ccc(OCC(=O)NNC(=O)c2cc(C)oc2C)cc1 | -1 | 5% | . | 0% | 2% | 18% | 3% | 1% | -1% | -1.0%

Random excerpt: seven records from the list, in no set order.
Structure | TRPV1 ag | Integrin act MD | CXXC DNA block | p53 reactivation | A-T KAP1 phos | ELG1 repair inh | BRCA1 expr up | PTAP TSG101 blk | TCR act | B2AR arrestin
O=C(/C=C\Nc1ccc2c(c1)OCO2)c1ccc2c(c1)OCO2 | 1 | 10% | 3% | -2% | -2% | ? | 4% | 2% | 2% | 0.4%
S=c1[nH]nc(-c2cc(-c3ccccc3)n[nH]2)n1/N=C/C(Br)=C/c1ccccc1 | . | -29% | -9% | -13% | -13% | ? | -91% | -2% | -1% | -0.5%
COC(=O)CC/C(O)=C1\C(=O)CC(C)(C)CC1=Nc1ccccc1OC | 8 | 6% | 18% | -5% | -1% | ? | -91% | -4% | 5% | -0.6%
O=C(Oc1oc(-c2ccco2)nc1C=Nc1ccc(Cl)cc1)c1ccco1 | ? | ? | 5% | 4% | -1% | ? | 79% | -7% | 0% | 0.0%
CCN1CCN(C(=O)c2ccc(N3CC4CC(C3)c3cccc(=O)n3C4)c(NC(=O)c3cc(OC)cc(OC)c3)c2)CC1 (stereo unspecified) | 2 | -11% | 5% | 10% | 0% | -8% | -25% | 0% | 3% | -0.1%
CC[C@]12c3[nH]c4ccccc4c3CCN1C(=O)C(CC(=O)NCc1ccco1)C[C@@H]2C(=O)N1CCN(C(=O)c2ccco2)CC1 (stereo partly specified) | . | -3% | . | -1% | 5% | 8% | 10% | -2% | -1% | 0.6%
Cc1ccc(NC(=O)CNCC2CCCCC2)cc1S(=O)(=O)N(C)C | 21 | ? | -2% | 9% | 1% | ? | -6% | 0% | 3% | -1.5%

The list continues:
Structure | TRPV1 ag | Integrin act MD | CXXC DNA block | p53 reactivation | A-T KAP1 phos | ELG1 repair inh | BRCA1 expr up | PTAP TSG101 blk | TCR act | B2AR arrestin
CCn1c(SCC(=O)Nc2ccc3c(c2)OCO3)nnc1-c1ccccc1O | -5 | -6% | -4% | -7% | -2% | -11% | 3% | -1% | . | -0.1%
CCOC(=O)N1CCN(C(=S)NC(=O)c2ccc(F)c(F)c2)CC1 | 3 | -29% | -4% | -1% | 2% | 2% | -11% | -1% | -2% | 3.5%
O=C(c1ccccc1)N1CCN(S(=O)(=O)N2CCCCCC2)CC1 | -4 | -2% | 6% | 6% | -8% | 4% | -5% | -1% | -2% | -0.6%
CCOC(=O)/C(C#N)=C/c1ccc(N2CCCCC2)cc1 | ? | 8% | ? | 6% | 17% | ? | ? | ? | 1% | 0.2%
Cc1[nH]c2ccc(C(=O)NC3CCCC3)cc2c1C | -1 | 30% | . | 16% | -2% | ? | 48% | -4% | -2% | -0.3%
COc1ccc(C(=O)NCc2nc(C)c(C)s2)cc1OC1CCN(C(C)C)CC1 | 4 | 0% | 6% | 25% | 3% | 0% | -5% | -2% | 1% | -0.3%
CCOc1ccc(OCC)c(NC(=O)CCn2c(=O)oc3ccccc32)c1 | 0 | 10% | 3% | -4% | -1% | -3% | 0% | -2% | 2% | 0.2%
CC(=O)Nc1cccc(C(=O)NNC(=O)c2ccc(-n3cnnn3)cc2)c1 | . | -18% | . | 9% | 5% | 1% | -28% | -1% | -1% | -1.4%
COc1ccc(Cl)cc1CNCCCSc1ncccn1 | 2 | -10% | 15% | . | -9% | -1% | -2% | -6% | . | 0.8%
CCOc1cc(/C=C\c2nc(O)c([N+](=O)[O-])c(=O)[nH]2)ccc1OC(C)CC (stereo unspecified) | 1 | 10% | -2% | 5% | -14% | 2% | -8% | -1% | -14% | -0.4%
CC(NC(=O)C(=O)N/N=C/c1ccccc1)c1ccccc1 (stereo unspecified) | 3 | -1% | 3% | 8% | 9% | -4% | 4% | 1% | 6% | 0.1%
CC(C)(C)C1CCc2sc(-c3nnc(CCl)o3)cc2C1 (stereo unspecified) | ? | -63%[inhibitor] | -2% | 3% | -10% | ? | 18% | 0% | -9% | 2.4%
CCCCN1C2=NC(c3ccccc3)CN2c2ccccc21 (stereo unspecified) | . | -57%[inhibitor] | . | . | . | . | 0% | 0% | 11% | .
CC(=O)OCc1c(-c2ccccc2)c2cc([N+](=O)[O-])ccc2n1C | 6 | -23% | -12% | -7% | -3% | ? | -42% | -3% | -1% | -0.3%
COc1ccc(C2CC(c3ccccc3F)=NN2c2ccc(S(N)(=O)=O)cc2)cc1 (stereo unspecified) | . | 0% | . | 5% | 19% | 6% | -7% | -1% | 0%[46.1 µM] | 0.9%
CCOC(=O)CC(=O)Nc1ccn[nH]1 | -4 | 25% | -9% | 0% | -1% | -5% | 1% | -3% | 5% | -0.5%
O=C(Nc1ncnc2sc3c(c12)CCCCC3)c1ccc(F)cc1 | 13 | -30% | ? | 0% | -6% | ? | -43% | -7% | 0% | -0.6%
Fc1ccc(NC2=NCCCCC2)cc1 | 2 | ? | -8% | 4% | -16% | 10% | -6% | -1% | -4% | 0.3%
O=C(CN1C(=O)NC(Cc2ccccc2)C1=O)Nc1ccccc1OC(F)F (stereo unspecified) | 0 | 4% | . | 1% | 6% | 8% | -21% | -1% | 3% | -1.0%
Cc1cnc(NC(=O)c2ccc3c(c2)C(=O)N(Cc2ccco2)C3=O)s1 | 0 | 23% | -19% | -2% | -2% | -1% | 13% | -1% | -7% | 0.0%
Cc1ccc(-n2c(SCc3ccc(C#N)cc3)nnc2-c2ccccn2)cc1 | 30 | -1% | 17% | 8% | 0% | -4% | -10% | -5% | 8% | -0.6%
